TcdB GH inh = TcdB glycohydrolase inhibitors, primary screen, biochemical, single point, plate reader. AID 652162, 2013. Toxin B (Clostridioides difficile), P18177. inhibition, % at 9.99 µM. TcdB glycohydrolase enzymatic assay. hit rate 0.24% among 350,000; in the data active = inhibition above about 10%
DUSP3 inh = VHR1 phosphatase inhibitors, primary screen, biochemical, absorbance, uHTS. recombinant VHR phosphatase, pNPP absorbance. inhibition, % at 13.3 µM. hit rate 0.52% among 290,000. AID 1654, 2009; in the data active = inhibition above about 50%; also: some compounds called inactive have numbers as strong as hits
Target sequence (P51452 whole entry, looked up): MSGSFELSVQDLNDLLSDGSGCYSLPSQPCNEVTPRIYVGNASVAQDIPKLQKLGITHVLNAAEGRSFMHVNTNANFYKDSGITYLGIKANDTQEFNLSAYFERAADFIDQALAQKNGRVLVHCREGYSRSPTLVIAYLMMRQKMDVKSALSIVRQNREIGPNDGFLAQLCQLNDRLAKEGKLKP
SSB-PriA inh = inhibitors of Klebsiella pneumoniae PriA binding to SSB C-terminal tail, primary screen, biochemical, AlphaScreen. PriA–SSB C-terminal tail interaction (Klebsiella pneumoniae). AlphaScreen SSBct-PriA binding, biotinylated peptide. inhibition, % at 33 µM. hit rate 0.6% among 430,000. AID 1272365, 2023; in the data active = inhibition mostly above about 37%, no sharp cut-off; inactive = mostly below about 20%;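 also: plate controls were negative control peptide for no effect and reference peptide for full effect; strong numbers were not always called active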
SARS 3CLpro inh = SARS-CoV 3CLpro protease inhibitors, primary screen, biochemical, quenched FRET | Replicase polyprotein 1ab (Severe acute respiratory syndrome coronavirus), P0C6X7 | recombinant SARS-CoV 3CLpro, quenched FRET peptide cleavage | inhibition, % at 6 µM | hit rate 0.14% among 290,000 | AID 1706, 2009; in the data active = inhibition above about 12%
BH1578 lux ind = inducers of Vibrio cholerae quorum light production without autoinducers, primary screen, BH1578 luxS cqsA deficient, single point; V. cholerae BH1578 lux reporter, luminescence, 6 h; activation, % at 18.7 µM; hit rate 0.16% among 350,000; AID 588436, 2011; in the data active = activation mostly above about 9.7%, no sharp cut-off; also: not every result past the cut was called active; inactives centre near 0; reference of the scale not given here
CCHFV vOTU inh = CCHFV vOTU protease inhibitors, primary screen, biochemical, Pep-AMC substrate, fluorescence; Crimean-Congo hemorrhagic fever virus L polyprotein viral ovarian tumor (vOTU) protease …; inhibition, % at 11.5 µM; hit rate 0.55% among 370,000; in the data active = inhibition above about 30%; also: 0% = vehicle wells with enzyme and 100% = no enzyme wells
PrPC TRFRET = inhibitors of human cell surface prion protein PrPC, primary screen, cell-based, TR-FRET; inhibition, % at 13.8 µM; hit rate 0.43% among 370,000; TR-FRET read-out; Major prion protein (Homo sapiens), P04156; AID 720596, 2013; in the data active = inhibition above about 24%; also: 0% = median of the test wells and 100% = reference compound wells
Rv3671c inh = Rv3671c serine protease inhibitors, primary screen, biochemical, fluorescence polarization, M. tuberculosis H37Rv. inhibition, % at 5.96 µM. P9WHR9. hit rate 0.048% among 320,000; in the data active = inhibition above about 38%;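 also: extracellular domain of Rv3671c used as enzyme; 0% = enzyme with DMSO and 100% = no enzyme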
Target sequence (P9WHR9 whole entry, looked up, the tested form may be a part): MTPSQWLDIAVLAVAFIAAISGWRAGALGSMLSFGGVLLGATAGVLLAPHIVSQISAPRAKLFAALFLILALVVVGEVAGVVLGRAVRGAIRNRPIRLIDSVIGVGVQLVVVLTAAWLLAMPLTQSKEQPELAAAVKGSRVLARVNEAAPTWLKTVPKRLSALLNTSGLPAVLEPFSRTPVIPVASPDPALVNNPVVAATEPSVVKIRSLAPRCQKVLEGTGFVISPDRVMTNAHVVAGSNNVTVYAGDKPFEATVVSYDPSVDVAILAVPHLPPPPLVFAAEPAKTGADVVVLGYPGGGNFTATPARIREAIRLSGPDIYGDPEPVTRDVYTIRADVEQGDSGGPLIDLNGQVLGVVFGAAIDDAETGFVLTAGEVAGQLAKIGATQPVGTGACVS
MazEF act = activators of E. coli MazEF toxin-antitoxin RNase, primary screen, biochemical, fluorescence, uHTS | FAM/BHQ RNA-DNA oligo cleavage fluorescence, 5 h | activation, % at 20 µM | hit rate 0.32% among 350,000 | AID 504720, 2011; in the data active = activation above about 50%
Target sequence (P0AE70 whole entry, looked up): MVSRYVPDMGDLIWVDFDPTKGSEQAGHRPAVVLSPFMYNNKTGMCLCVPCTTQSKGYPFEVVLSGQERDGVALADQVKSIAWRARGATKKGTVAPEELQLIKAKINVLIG
Y pestis TopoI = Yersinia pestis topoisomerase I inhibitors, primary screen, biochemical, cleavage product accumulation, plate reader, single point; DNA topoisomerase I (Yersinia pestis CO92); activity, % at 10 µM; hit rate 0.064% among 360,000; Y. pestis Topo-I cleavage product accumulation; in the data active = activity above about 50%, passing the limit was not always enough; also: inactives centre near 2
Numbers without * were called inactive; i = inactive; · = no result given; & = joins results of further samples. This is a subset (hit frequency here may not be typical).

1) Cc1ccc(-n2nnnc2SCc2nc3sc(C)c(C)c3c(=O)[nH]2)cc1
2) O=C(Nc1ccc2ccccc2c1)N1CCN(c2ncccc2C(F)(F)F)CC1
3) COc1ccc(C(CNC(=O)C2COc3ccccc3O2)N2CCCC2)cc1 (stereo unspecified)
4) COC(=O)C1C2C=CC3(CN(CCc4ccccc4)C(=O)C13)O2 (stereo unspecified)
5) Cc1ccc(CNC(=O)C(=O)NCC2CCCO2)cc1 (stereo unspecified)
6) CCN(Cc1ccccc1)C(=O)COC(=O)[C@@H]1CCCN1C(=O)c1cccs1
7) O=c1c2c(-c3cccs3)csc2ncn1/N=C/c1ccccn1
8) O=C(COC(=O)C1=COCCO1)Nc1cc(S(=O)(=O)N2CCCCC2)ccc1Cl

Screen / compound no.	1	2	3	4	5	6	7	8
TcdB GH inh	·	·	1.5	·	·	2.2	0.3	2.6
DUSP3 inh	1	15	·	0	-4	·	·	-8
SSB-PriA inh	-1	4	-12	-13	-11	-4	·	3
SARS 3CLpro inh	-1	5	·	-3	2	·	·	3
BH1578 lux ind	-0.3	2.9	i	i	-1.2	i	-7.1	-0.3
CCHFV vOTU inh	-3	4	-1	5	23	12	-8	-7
PrPC TRFRET	3	1	-9	0	9	-5	2	4
Rv3671c inh	-8	-8	-9	3	-1	5	2	-5
MazEF act	68*	1	0	5	4	8	-14	8
Y pestis TopoI	1	5	3	-2	7	19	4	14

9) COc1ccc(-c2ccc(CN3C(CC(C)C)C(=O)N(Cc4cn(Cc5ccco5)nn4)CCS3(=O)=O)cc2)cc1OC (stereo unspecified)
10) O=C(NCc1ccncc1)C(=O)Nc1nc2ccccc2s1
11) O=C(OCCOCCN=C1NS(=O)(=O)c2ccccc21)c1ccccc1
12) O=C(OCc1cc2ccccc2[nH]c1=O)C1CCCO1 (stereo unspecified)
13) COc1ccc(CN2CCNC(=O)C2CC(=O)NCCc2nc(C)c(C)s2)cc1C (stereo unspecified)
14) CC(C)=Cc1oc2ccc([N+](=O)[O-])cc2c1N1CC(C)OC(C)C1 (stereo unspecified)
15) O=CNc1cc2c(cc1Br)-c1ccccc1C2O (stereo unspecified)
16) CN(C)c1ccc(/C=C/c2cc[n+](C)cc2)cc1

Screen / compound no.	9	10	11	12	13	14	15	16
TcdB GH inh	-0.6	0.9	1.4	-0.3	-1.0	0.9	1.1	·
DUSP3 inh	·	17	26	20	-37	-2	·	39
SSB-PriA inh	·	-4	-19	-32	5	6	-9	-1
SARS 3CLpro inh	·	0	-2	2	-1	0	·	4
BH1578 lux ind	-0.2	-0.2	-0.2	i	-1.0	-0.3	-7.7	-0.9
CCHFV vOTU inh	-4	-6	4	9	9	-6	-21	6
PrPC TRFRET	-5	1	8	0	-6	3	3	2
Rv3671c inh	·	-6	9	-3	0	-7	·	-120
MazEF act	-10	4	5	5	14	-7	11	-312
Y pestis TopoI	24	6	-5	6	10	-4	2	-12

17) C=CCn1c(SCC(=O)N(C(C)CC)C2CCS(=O)(=O)C2)nc2ccccc2c1=O (stereo unspecified)
18) CC(NC(=O)COC(=O)c1cc2ccccc2cc1O)c1ccccc1 (stereo unspecified)
19) COc1ccc(C#Cc2cnc3c(c2)C(=O)N([C@H](C)CO)C[C@H](C)[C@@H](CN(C)C(=O)Nc2cccc(OC)c2)O3)cc1
20) CC1(C)C(c2ccccc2)=NC(c2ccccc2)N1O (stereo unspecified)
21) COc1ccc(C(=O)c2sc(Nc3ccccc3)nc2N)cc1
22) Cc1ccc(C(=O)NCCN2CCCC2)cc1
23) COc1cccc(-n2c(CNC(=O)OC(C)(C)C)n[nH]c2=S)c1
24) CCc1nc2c(OCc3ccc(Cl)cc3)cccn2c1N(C=O)Cc1ccc(OC)cc1

Screen / compound no.	17	18	19	20	21	22	23	24
TcdB GH inh	2.0	1.0	1.6&-1.6	·	1.1	·	·	0.9
DUSP3 inh	·	·	·	2	-18	0	-4	·
SSB-PriA inh	6	-7	·	-7	0	6	-17	·
SARS 3CLpro inh	·	·	·	2	7	2	1	·
BH1578 lux ind	3.8	i	-0.4	-0.3	0.8	-0.4	-0.3	i
CCHFV vOTU inh	-5	-8	-2	-5	-1	14	1	14
PrPC TRFRET	3	-7	-4	-3	-6	-6	-7	8
Rv3671c inh	·	·	·	-4	·	-11	0	·
MazEF act	8	-3	0	-14	7	-1	3	·
Y pestis TopoI	12	4	13	-4	-12	-8	4	3

Rewritten as labelled records: entries from further up
17. C=CCn1c(SCC(=O)N(C(C)CC)C2CCS(=O)(=O)C2)nc2ccccc2c1=O (stereo unspecified)
  TcdB GH inh: 2.0
  DUSP3 inh: ·
  SSB-PriA inh: 6
  SARS 3CLpro inh: ·
  BH1578 lux ind: 3.8
  CCHFV vOTU inh: -5
  PrPC TRFRET: 3
  Rv3671c inh: ·
  MazEF act: 8
  Y pestis TopoI: 12

18. CC(NC(=O)COC(=O)c1cc2ccccc2cc1O)c1ccccc1 (stereo unspecified)
  TcdB GH inh: 1.0
  DUSP3 inh: ·
  SSB-PriA inh: -7
  SARS 3CLpro inh: ·
  BH1578 lux ind: i
  CCHFV vOTU inh: -8
  PrPC TRFRET: -7
  Rv3671c inh: ·
  MazEF act: -3
  Y pestis TopoI: 4

19. COc1ccc(C#Cc2cnc3c(c2)C(=O)N([C@H](C)CO)C[C@H](C)[C@@H](CN(C)C(=O)Nc2cccc(OC)c2)O3)cc1
  TcdB GH inh: 1.6&-1.6
  DUSP3 inh: ·
  SSB-PriA inh: ·
  SARS 3CLpro inh: ·
  BH1578 lux ind: -0.4
  CCHFV vOTU inh: -2
  PrPC TRFRET: -4
  Rv3671c inh: ·
  MazEF act: 0
  Y pestis TopoI: 13

20. CC1(C)C(c2ccccc2)=NC(c2ccccc2)N1O (stereo unspecified)
  TcdB GH inh: ·
  DUSP3 inh: 2
  SSB-PriA inh: -7
  SARS 3CLpro inh: 2
  BH1578 lux ind: -0.3
  CCHFV vOTU inh: -5
  PrPC TRFRET: -3
  Rv3671c inh: -4
  MazEF act: -14
  Y pestis TopoI: -4

(further entries)
25) CCCCOc1cccc(NC(=O)CSc2nccn2C)c1
26) O=C(N/N=C/c1ccccn1)c1ccccc1
27) CC1(C)CC(=O)C(C(=O)Cc2ccccc2[N+](=O)[O-])C(=O)C1
28) CCOc1ccc(NC(=O)CSc2nnc(C34CC5CC(CC(C5)C3)C4)n2C)cc1
29) COc1ccc(C(=O)NCCc2c[nH]c3ccccc23)cc1S(=O)(=O)N1CCOCC1
30) COC(=O)c1ccc[n+](CC(=O)c2ccc(Br)cc2)c1
31) Cc1cn2c(N)c(/C=C3\C=Nc4ccccc43)c(=O)nc2s1
32) COc1ccc(CC(=O)NC2CCN(Cc3nnnn3C(C)(C)C)CC2)cc1OC

Screen / compound no.	25	26	27	28	29	30	31	32
TcdB GH inh	·	0.0	·	·	·	·	0.4	·
DUSP3 inh	-2	-4	-4	22	27	11	16	0
SSB-PriA inh	16	·	-2	5	2	-1	·	-7
SARS 3CLpro inh	6	0	1	0	-2	-3	3	4
BH1578 lux ind	-1.9	-0.2	-0.2	i	3.4	i	-1.7	i
CCHFV vOTU inh	-9	7	2	-3	10	-26	-14	-4
PrPC TRFRET	-2	6	-6	6	4	6	2	3
Rv3671c inh	-8	-3	-14	-4	2	3	-29	1
MazEF act	6	14	6	-3	-8	4	-4	0
Y pestis TopoI	6	-1	5	8	-8	-1	-2	1

33) O=C(Nc1cc(Cl)cc(Cl)c1)c1cnn2cccnc12
34) CN(C)C(=O)c1ccc(NC(=O)c2cccc(S(=O)(=O)N3CCCc4ccccc43)c2)cc1
35) Cc1ccc(S(=O)(=O)/C(C#N)=C/c2c(N3CCC(C(N)=O)CC3)nc3ccccn3c2=O)cc1
36) CCCCn1c(NS(=O)(=O)c2ccccc2)c(S(=O)(=O)c2ccc(C)cc2)c2nc3ccccc3nc21
37) O=C(NNC1=NCCC1)C1CC1
38) Nc1cc(C(=O)O)c(N)c2c1C(=O)c1ccccc1C2=O
39) Cc1nc2c3cc(Cl)ccc3n(CCN3CCOCC3)c2s1
40) COc1ccc(C(=O)Oc2cccnc2)cc1OC

Screen / compound no.	33	34	35	36	37	38	39	40
TcdB GH inh	·	0.2	·	1.4	0.8	·	4.0	·
DUSP3 inh	10	·	2	18	8	-5	29	6
SSB-PriA inh	-6	3	-4	58*	-13	74*	-6	-18
SARS 3CLpro inh	2	·	5	-2	-1	2	-6	11
BH1578 lux ind	-0.2	-2.8	i	-0.2	-1.2	i	-1.0	i
CCHFV vOTU inh	22	9	12	108*	-11	·	4	-6
PrPC TRFRET	4	12	-10	-9	-7	·	2	2
Rv3671c inh	-2	-13	-1	-209	0	61*	-7	-5
MazEF act	-23	2	2	4	5	-95	4	9
Y pestis TopoI	-6	26	35	-7	7	16	0	4

41) S=C(Nc1cc(Cl)ccc1Cl)Nn1cnnc1
42) CCCCCC(=O)Nc1c(-c2cccs2)c(=O)c2ccccc2n1C
43) Cc1cc(-c2[nH]nc3c2C(c2ccsc2)C(C#N)=C(N)O3)c(C)s1 (stereo unspecified)
44) COc1ccc(N(CC(=O)NCCC(C)C)C(=O)c2snc(C(=O)NC3CCCCC3)c2N)c(OC)c1
45) CC(O)C(=O)N/N=C/c1cccc(Cl)c1Cl (stereo unspecified)
46) Cc1nc2ccc(Cl)cn2c1[N+](=O)[O-]
47) COc1ccc(-c2nc(CS(=O)CC(=O)NC3CCCCC3)c(C)o2)cc1OC (stereo unspecified)
48) CCOC(=O)c1ccc(N2C(=O)c3n[nH]c(-c4ccco4)c3C2c2cccc([N+](=O)[O-])c2)cc1 (stereo unspecified)
49) Cc1cc2nccc(-c3ccc(Cl)cc3Cl)n2n1
50) CCOc1ccccc1OCc1nn2c(COc3ccccc3)nnc2s1

Screen / compound no.	41	42	43	44	45	46	47	48	49	50
TcdB GH inh	1.0	·	·	-11	·	1.2	0.2	·	1.6	·
DUSP3 inh	21	-11	29	2	5	·	38	-7	-5	11
SSB-PriA inh	-4	-10	-1	-8	·	·	2	7	-3	-3
SARS 3CLpro inh	5	-1	4	-1	-3	·	-3	4	1	2
BH1578 lux ind	-0.4	-0.2	i	-0.3	-2.9	-0.7	-0.5	i	1.9	-0.7
CCHFV vOTU inh	7	10	12	10	-9	7	·	36*	4	10
PrPC TRFRET	8	-1	3	4	2	-18	·	7	-3	-3
Rv3671c inh	4	3	3	·	0	·	-3	-81	11	-2
MazEF act	-5	-12	-2	-1	7	2	-23	-21	5	8
Y pestis TopoI	-7	5	-4	7	-7	2	1	-1	2	-1

Screens (PubChem)
